SKKanGAS inh: S. pyogenes SKKanGAS growth inhibitors in kanamycin, primary screen, streptokinase expression inhibitor project, SKKanGAS strain, BacTiter-Glo luminescence; 6 h; inhibition, % at 7.5 µM; 300,000 compounds, 1.3% hits; AID 1662, 2009;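 active = mean replicate score, as percent of positive control median, at least 50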;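 note: strain carries kanamycin resistance gene driven by streptokinase promoter and grows in 40 µg/ml kanamycin; loss of luminescence reflects streptokinase promoter inhibition or plain growth inhibition; 0% = median of DMSO wells and 100% = positive control at its reference dose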
HDAC3 inh: HDAC3 deacetylase inhibitors, primary screen, biochemical, fluorescence, cell-free homogeneous; recombinant HDAC3, fluorogenic peptide/trypsin coupled; inhibition, % at 8.3 µM; 320,000 compounds, 0.15% hits; in the data active = inhibition above about 26%, passing the limit was not always enough
TMEM16A act: TMEM16A chloride channel activators or potentiators, primary screen, cell-based, HTS. Anoctamin-1 (Mus musculus), Q8BHY3. HEK293 TMEM16A/YFP-H148Q/I152L, iodide quench fluorescence; active compounds read low. B-score at 10 µM. 340,000 compounds, 0.3% hits. AID 623877, 2012;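 active = fluorescence-ratio B-score plate-corrected deviation score at least 3 library SD below zero, with starting fluorescence score within 5 deviations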;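 note: channel opened by trigger with iodide after compound preincubation; score built on the fluorescence ratio of max minus min over baseline; more negative score means more quench and so TMEM16A activation or potentiation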
Target sequence (Q8BHY3 whole entry, looked up): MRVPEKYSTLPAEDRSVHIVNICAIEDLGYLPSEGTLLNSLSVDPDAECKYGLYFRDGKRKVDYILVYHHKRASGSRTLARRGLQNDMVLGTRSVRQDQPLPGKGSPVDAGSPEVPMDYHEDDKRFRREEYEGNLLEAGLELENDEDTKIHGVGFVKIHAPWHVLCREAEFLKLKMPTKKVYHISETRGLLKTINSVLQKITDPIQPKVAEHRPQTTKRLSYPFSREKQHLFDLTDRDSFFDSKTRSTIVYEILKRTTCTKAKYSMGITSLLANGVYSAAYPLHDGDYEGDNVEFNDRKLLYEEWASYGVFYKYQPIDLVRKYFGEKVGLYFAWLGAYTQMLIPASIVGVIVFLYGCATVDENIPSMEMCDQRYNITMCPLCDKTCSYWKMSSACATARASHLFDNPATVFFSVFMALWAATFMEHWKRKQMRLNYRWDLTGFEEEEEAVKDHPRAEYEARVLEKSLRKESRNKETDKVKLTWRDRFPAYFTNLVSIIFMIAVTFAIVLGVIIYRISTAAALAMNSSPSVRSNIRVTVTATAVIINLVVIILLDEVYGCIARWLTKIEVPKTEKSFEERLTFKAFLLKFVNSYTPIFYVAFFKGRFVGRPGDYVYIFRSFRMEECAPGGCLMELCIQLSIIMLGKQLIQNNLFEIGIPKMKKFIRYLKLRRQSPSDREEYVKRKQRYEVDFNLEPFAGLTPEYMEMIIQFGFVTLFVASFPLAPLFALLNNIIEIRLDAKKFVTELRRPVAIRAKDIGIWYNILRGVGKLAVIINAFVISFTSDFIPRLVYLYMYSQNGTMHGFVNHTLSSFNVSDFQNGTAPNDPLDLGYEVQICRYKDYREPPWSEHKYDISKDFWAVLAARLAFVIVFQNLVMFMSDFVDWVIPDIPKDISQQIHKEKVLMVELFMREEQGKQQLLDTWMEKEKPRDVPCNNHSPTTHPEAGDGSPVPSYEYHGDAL
TRPC6 inh: mouse TRPC6 channel inhibitors, primary screen, cell-based, HEK293, membrane potential dye; B-score at 10 µM; ACh-evoked depolarization; active compounds read low; 310,000 compounds, 1.1% hits;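 active = B-score under library mean minus 3 SD, initial fluorescence not abnormally high, positive integrated signal ratio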;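 note: B-score derived from integrated fluorescence ratio over the kinetic read; more negative B-score means stronger inhibition of depolarization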
MrgX1 ag: agonists of human MrgX1 receptor, primary screen, HEK293 cells, Fluo-4 calcium flux; Mas-related G-protein coupled receptor member X1 (Homo sapiens), Q96LB2; Fluo-4 calcium fluorescence, agonist mode; active compounds read high; B-score at 10 µM; 310,000 compounds, 0.44% hits; AID 588627, 2011;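 active = calcium response B-score plate-corrected fluorescence ratio at least 3 library SD, with starting fluorescence B-score inside 5 SD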
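times = overnight plating, then 30 min 37 °C plus 30 min room-temperature dye loading | assay system = stable human MrgX1 HEK293 cell line | input = fifteen thousand cells per well | signal = kinetic calcium dye fluorescence, Fluo-4 NW | dosing = compound delivered in addition one of three | read-out = B-scored fluorescence response ratio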
TMEM16A inh: TMEM16A chloride channel inhibitors, primary screen, cell-based, HTS; HEK293 TMEM16A/YFP iodide influx fluorescence, ionomycin; normalized B-score (activity score, 25-100; higher = stronger inhibition) at 10 µM; 310,000 compounds, 1.2% hits; AID 588511, 2011;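 active = ratio plate-corrected score three or more library SD toward inhibition, starting fluorescence score within five deviations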;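 note: score derived from kinetic fluorescence span divided by baseline fluorescence per well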
MrgX1 allo act: positive allosteric modulators of MrgX1, primary screen, HEK293 cells, Fluo-4 calcium flux; Mas-related G-protein coupled receptor member X1 (Homo sapiens), Q96LB2; FDSS; active compounds read high; B-score at 10 µM; 310,000 compounds, 0.63% hits;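 active = plate-corrected calcium response at least 3 library SD above typical, normal starting fluorescence, not activating the receptor alone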;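 note: compound read alongside a low EC10 to EC30 dose of BAM8-22 agonist; peak minus trough fluorescence over baseline measured at the second addition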
TRPC6 act: mouse TRPC6 channel activators, primary screen, cell-based, HEK293, membrane potential dye | HEK293-TRPC6 membrane potential dye fluorescence; active compounds read high | B-score at 10 µM | 310,000 compounds, 0.13% hits | AID 2550, 2010;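 active = B-score of the integrated fluorescence ratio above library mean plus 3 SD, and starting fluorescence ratio within library mean plus 5 SD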;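 note: higher score means more depolarization so channel activation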
MrgX1 antagonist: antagonists of human MrgX1 receptor, primary screen, HEK293 cells, Fluo-4 calcium flux. Mas-related G-protein coupled receptor member X1 (Homo sapiens), Q96LB2. BAM8-22 antagonism; active compounds read low. B-score at 10 µM. 310,000 compounds, 1.3% hits;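 active = calcium-response B-score plate-corrected more than 3 library SD below zero, starting fluorescence within 5 deviations, no agonist response on first addition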;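 note: peak minus trough fluorescence over baseline after final BAM8-22 challenge near maximal dose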
RGS4 inh: RGS4 inhibitors, primary screen, cell-based, HEK293 M3R inducible RGS4, calcium flux; 310,000 compounds, 0.45% hits; Fluo-4 calcium flux; active compounds read high; triggered by carbachol at its EC20; AID 463165, 2010; B-score at 10 µM; Regulator of G-protein signaling 4 (Homo sapiens), P49798;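 active = B-score, a plate-corrected calcium signal, over three deviations above library mean, with baseline fluorescence within five deviations of library mean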;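 note: RGS4 expression induced by doxycycline in cells with stable M3 receptor; B-score is computed from the integrated fluorescence ratio over baseline after carbachol; higher B-score means a larger calcium signal and so more RGS4 inhibition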
RGS4 pot: RGS4 potentiators or activators, primary screen, cell-based, HEK293 M3R inducible RGS4, calcium flux | carbachol calcium flux Fluo4; active compounds read low | 310,000 compounds, 0.92% hits | B-score at 10 µM;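 active = B-score of the integrated calcium signal more than 4 SD below the library mean, with starting fluorescence not abnormally high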;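 note: negative B-score means reduced calcium response which marks RGS4 activation or potentiation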
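Material: M3R-expressing HEK293 line, RGS4 induced by doxycycline | Schedule: Overnight RGS4 induction, 30 min dye load 37 °C, 20 min compound RT | Measured by: Fluo4 fluorescence kinetic imaging of calcium | Read-out: Integrated calcium ratio converted to B score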
Starred values were filed as active, the others as inactive; i = inactive; x = no result given.

SMILES	TMEM16A act	TRPC6 inh	HDAC3 inh	TMEM16A inh	MrgX1 allo act	TRPC6 act	RGS4 inh	MrgX1 antagonist	MrgX1 ag	RGS4 pot	SKKanGAS inh
COc1cc(C(=O)N2CC(C)OC(C)C2)c([N+](=O)[O-])cc1OC (stereo not drawn)	i	i	2	i	i	i	i	i	i	i	3
Cc1cc(C)nc(-n2nc(C)c3c(C(F)F)cc(C)nc32)n1	i	i	-2	i	i	i	i	i	i	i	1
CSCCC(NC(=O)c1ccccc1Br)C(=O)NC(C)CCc1ccccc1 (stereo not drawn)	i	i	-1	i	i	i	i	i	i	i	4
CCOC(=O)c1ccc(CNC(=O)c2cc(COc3ccccc3SC)on2)o1	i	i	0	i	i	i	i	i	i	i	-5
Cc1cc2cc(CNC(=O)COc3ccccc3)ccc2n1C	i	i	-4	i	i	i	i	i	i	i	-4
CCN1CCN(CC(O)COc2ccc3c(c2)CCC3)CC1 (stereo not drawn)	i	i	10	i	i	i	i	i	i	i	-1
OCCNCCOc1ccccc1-c1ccccc1	i	i	2	i	i	i	i	i	i	i	-2
CCOC(=O)C1=C(CN2CCSCC2)NC(=O)NC1c1ccc2c(c1)OCO2 (stereo not drawn)	i	i	2	i	i	i	i	i	i	i	-10
O=C1c2ccccc2S(=O)(=O)N1CC1CC(c2ccccc2)=NO1 (stereo not drawn)	i	i	-3	i	i	i	i	i	i	i	-3
CC[C@@]12C(=O)N(c3cccc(Cl)c3)C(=O)N1[C@H](c1ccc(Br)cc1)[C@@H]1C(=O)N(C(C)(C)C)C(=O)[C@@H]12	i	i	19	i	i	i	i	i	i	i	5
CN(C(=O)COc1ccc(Cl)cc1Cl)c1nnc(C23CC4CC(CC(C4)C2)C3)s1	i	i	13	i	i	i	i	i	i	i	23
COc1ccc(CNC(=O)CN(CCC(C)C)S(=O)(=O)c2ccc3c(c2)OCCO3)cc1	i	i	7	i	i	i	i	i	i	i	-17
Cc1ccc(OCc2nnc(NC(=O)OCC(C)C)s2)c(C)c1	x	i	-9	i	i	i	i	i	i	i	4
O=C(NNC(=O)c1cnccc1C(F)(F)F)c1cccc(Cl)c1	i	i	-2	i	i	i	i	i	i	i	3
CN(C)CCn1c2c(c(SCC(=O)Nc3ccccc3)nc1=O)CCCC2	i	i	-11	i	i	i	i	i	i	i	-16
O=C(COC(=O)Cc1ccc(Cl)cc1)Nc1ccc(OC(F)F)cc1	i	i	2	i	i	i	i	i	i	i	-6
COc1cc(CN2CCNC(=O)C2CC(=O)N(C)CCN2CCOCC2)cc(OC)c1 (stereo not drawn)	i	i	x	x	x	i	i	x	x	i	2
COc1ccccc1/C=C(/C(=O)OCC(=O)Nc1ccc(N(C)C)cc1)c1ccccc1	i	i	5	i	i	i	i	i	i	i	9
Cc1ccc(C)c(NS(=O)(=O)c2ccc3c(c2)NC(=O)CCS3)c1	i	i	4	i	i	i	i	i	i	i	-1
O=C(CCCCl)NC(=S)Nc1ccc(N2CCOCC2)cc1	i	i	6	i	i	i	i	i	i	i	17
Cc1occc1-c1nnc(SCC(=O)Nc2c(F)cccc2F)n1C	i	i	0	i	i	i	i	i	i	i	2
Nc1nnnn1/N=C/c1ccc(O)cc1	i	i	6	i	i	i	i	i	i	i	7
CCN1CCN(c2ccc(NC(=O)c3cccnc3)cc2Cl)CC1	i	i	5	i	i	i	i	i	i	i	-4
Brc1c(CSc2nncc3ccccc23)nc2ccccn12	i	i	5	i	i	i	i	i	i	i	-3
O=C(NC1CC2CCC(C1)N2Cc1nnnn1Cc1ccco1)NC12CC3CC(CC(C3)C1)C2 (stereo not drawn)	i	i	-12	i	i	i	i	i	i	i	-4
COc1cc2[nH]c(=O)n(CCCCCC(=O)NCCCN3CCC(C)CC3)c(=O)c2cc1OC	i	i	0	i	i	i	i	i	i	i	1
CCSc1nnc(-c2ccncc2)n1Cc1ccccc1	i	i	0	i	i	i	i	-6.5*	i	i	2
O=C(Cn1cc2c(n1)CCCC2)NC1CCN(Cc2ccccc2)CC1	i	i	-1	i	i	i	i	i	i	i	3
NC(=O)CSc1nc2scc(-c3ccc(Cl)cc3)c2c(=O)n1Cc1ccccc1	i	i	-3	i	i	i	i	i	i	i	0
COc1cccc(S(=O)(=O)Nc2ccc(C(=O)NCc3ccco3)cc2)c1	i	i	1	i	i	i	i	i	i	i	-5
Cc1ccnc(NC(=O)c2ccc(S(=O)(=O)NCc3ccco3)cc2)c1	i	i	-3	i	i	i	i	i	i	i	-6
COc1cc(C(=O)Nc2cccc(S(=O)(=O)N3CCCC3)c2)cc(OC)c1C	i	i	5	i	i	i	i	i	i	i	4
N#CC(C(=O)NC1CC1)c1nc2ccccc2nc1N1CCN(C/C=C/c2ccccc2)CC1 (stereo not drawn)	i	i	6	i	9.3*	i	i	i	i	i	8
Cc1nc2nc(CNC(=O)OC(C)(C)C)nn2c(C)c1CCC(=O)Nc1ccc2c(c1)OCO2	i	i	3	i	i	i	i	i	i	i	7
c1cncc(CNC2CCCc3ccccc32)c1 (stereo not drawn)	i	i	-8	i	i	i	i	i	i	i	-3
COc1ccc(-c2[nH]ncc2CNCCn2cccn2)c(F)c1	i	i	x	i	i	i	i	i	i	i	0
c1ccc(-n2cc(CN3CCC(N4CCOCC4)CC3)c(-c3ccc4c(c3)OCO4)n2)cc1	i	i	5	i	i	i	i	i	i	i	2
COc1ccc(/C=C2\SC(=S)N(CCCC(=O)NC3CCCC3)C2=O)cc1OC	i	i	-2	i	i	i	i	i	i	i	5
CC(C)(C#CCN1CCCC1)OCCC#N	i	i	2	i	i	i	i	i	i	i	-5
COc1cccc(S(=O)(=O)N2CCOCC2)c1	i	i	-5	i	i	i	i	i	i	i	-4
COc1ccc(CNC(=O)CN=C2NC(=O)C(c3ccccc3)(c3ccccc3)N2)cc1	i	i	3	i	i	i	i	i	i	i	-4
CCO/N=C/c1ccc(OC)c(Oc2nc(OC)cc(OC)n2)c1	i	i	-1	i	i	i	i	i	i	i	-3
CCOc1cc(C=O)cc(Br)c1OCC(N)=O	i	i	4	i	i	i	i	i	i	i	-2
Cn1c(N)c(C(=O)COC(=O)C2(c3ccc(Cl)cc3)CCCC2)c(=O)n(C)c1=O	i	i	-6	i	i	i	i	i	i	i	3
COc1ccc(N2CCN(C(=O)c3ccc(CS(=O)(=O)c4ccccc4C)o3)CC2)cc1	i	i	x	i	i	i	i	i	i	i	-4
O=C(Nc1c(C(=O)C2CC2)oc2ccccc12)c1ccc(Cl)cc1	i	i	-10	i	i	i	i	i	i	i	-5
COc1ccc(-c2cc(CNS(=O)(=O)c3ccccc3)on2)cc1	i	i	7	i	i	i	i	i	i	i	-4
O=C(NCc1cccnc1)c1ccc(-c2cccc(Cl)c2Cl)o1	i	i	9	i	i	i	i	i	i	i	12
CC1CC(C)CN(C(=O)COC(=O)Cc2ccc(Br)cc2)C1 (stereo not drawn)	i	i	-3	i	i	i	i	i	i	i	5
COCC(=O)N(C)C1(c2nnnn2CCOC(=O)Nc2ccc(Cl)cc2)CCCC1	i	i	2	i	i	i	i	i	i	i	1

Further records
SMILES	TMEM16A act	TRPC6 inh	HDAC3 inh	TMEM16A inh	MrgX1 allo act	TRPC6 act	RGS4 inh	MrgX1 antagonist	MrgX1 ag	RGS4 pot	SKKanGAS inh
C=CCn1c(-c2ccc(=O)n(Cc3ccccc3)c2)n[nH]c1=S	x	i	7	i	i	i	i	i	i	i	11
O=C(CCC(=O)OCC(=O)c1ccc([N+](=O)[O-])cc1)NC1CCCCC1	i	i	5	i	i	i	i	i	i	i	0
Cc1cccc(N2CCN(CC(=O)Nc3ccc(S(=O)(=O)N4CCOCC4)cc3)CC2)c1C	i	i	-1	25*	i	i	i	i	i	i	6
O=C(C(=O)N1CCN(c2ccccc2F)CC1)c1cn(CC(=O)N2CCOCC2)c2ccccc12	i	i	15	i	i	i	i	i	i	i	5
CC(=O)c1cc(CN2CCC(n3nccc3NC(=O)c3ccccc3C)CC2)cs1	i	i	-3	i	i	i	i	i	i	i	13
COc1cc(C2C(C(=O)c3cccs3)=C(O)C(=O)N2Cc2ccco2)cc(OC)c1OC (stereo not drawn)	i	i	-8	i	i	i	i	i	i	i	-1
CCn1cc(C(=O)NCCc2ccc(OC)c(OC)c2)c(=O)c2cc(S(=O)(=O)N3CCOCC3)ccc21	i	i	2	i	i	i	i	i	i	i	-1
Clc1cccc(C2CCN(Cc3nc(COc4ccccc4)no3)C2)c1 (stereo not drawn)	i	i	-7	i	i	i	i	i	i	i	12
Cc1ccc(S(=O)(=O)NNC(=S)Nc2c(Cl)cccc2Cl)cc1	i	i	-5	i	i	i	i	i	i	i	-8
Cc1cc(C)c(C(N)=O)c(SCC(=O)c2cc(C)c(C)cc2C)n1	i	i	9	i	i	i	i	i	i	i	-3
COc1ccccc1S(=O)(=O)Cc1ccc(C(=O)NCC(OC)OC)o1	i	i	1	i	i	i	i	i	i	i	-1
Nc1ccccc1OCCOCCOc1ccccc1N	i	i	2	i	i	i	i	i	i	i	-4
COc1cccc(/C=N/Nc2ccnc(=O)[nH]2)c1O	i	i	0	i	i	i	i	i	i	i	-4

Screening data from PubChem.
